From PubChem BioAssay
ST2 inh = IL1RL1 inhibition; actives 2.3% (n = 78,000); AID 1259354; inhibition, % for hits at 17 µM; AlphaLISA ST2-Fc/biotin-IL-33 interaction, 1 h; in the data active = inhibition above about 30%; inconclusive = mostly about 10% to 28%
Target sequence (Q01638 whole entry, looked up): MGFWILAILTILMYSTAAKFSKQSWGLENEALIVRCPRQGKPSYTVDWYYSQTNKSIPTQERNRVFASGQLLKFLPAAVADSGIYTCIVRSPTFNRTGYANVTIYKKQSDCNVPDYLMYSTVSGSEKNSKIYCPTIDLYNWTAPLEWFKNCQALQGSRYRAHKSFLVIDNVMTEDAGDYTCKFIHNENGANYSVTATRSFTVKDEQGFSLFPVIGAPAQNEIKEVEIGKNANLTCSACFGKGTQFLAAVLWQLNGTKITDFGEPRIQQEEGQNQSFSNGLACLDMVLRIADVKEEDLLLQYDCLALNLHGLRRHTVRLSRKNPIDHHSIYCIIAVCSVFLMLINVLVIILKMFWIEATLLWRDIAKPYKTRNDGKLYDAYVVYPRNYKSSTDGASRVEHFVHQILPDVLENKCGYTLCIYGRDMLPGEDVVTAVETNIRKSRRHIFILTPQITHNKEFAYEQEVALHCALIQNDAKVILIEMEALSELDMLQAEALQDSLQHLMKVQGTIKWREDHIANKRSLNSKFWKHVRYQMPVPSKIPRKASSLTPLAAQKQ
Calls only. These rows are one share of the data. The share of hits here may be higher or lower than overall.

Screening CC1=NN(c2ccccc2)C(=O)/C1=C/c1cccc(C)c1 returned ST2 inh inconclusive.
O=C(NCc1ccc(Cl)cc1)c1cc(-c2ccc(F)cc2)on1 was read as ST2 inh inactive.
Screening Cc1[nH]nc(-c2ccc(S(=O)(=O)Nc3ccc(S(N)(=O)=O)cc3)s2)c1C returned ST2 inh inactive.
`O=C(O)CCCN1C(=O)S/C(=C\C=C\c2ccccc2)C1=O` gave ST2 inh inconclusive.
Screening O=C(C1CCCN(C2CCN(S(=O)(=O)c3cccs3)CC2)C1)N1CCCC1 (centres undefined) returned ST2 inh inactive.
For CC(Oc1ccccc1)C(=O)Nc1nnc(-c2ccc3c(c2)OCO3)s1 (centres undefined) the results were ST2 inh inactive.
For Cc1ccc(-n2ncc3c(NC(C)(C)C)ncnc32)c(C)c1 the results were ST2 inh inactive.
For CC(C)n1cc(C(=O)NCC2CCCCC2)c(=O)c(C(=O)N(C)Cc2cccs2)c1 the results were ST2 inh inactive.
For CCOC(=O)c1ccc2c(c1)NC(=O)CS2 the results were ST2 inh inactive.
For CCCOc1ccc2oc(=O)c3c(c2c1)CCCN3C(=O)CN1CCCCC1C (centres undefined) the results were ST2 inh inactive.
COc1ccc(C2C(=C(O)c3ccc(F)cc3)C(=O)C(=O)N2c2nnc(C)s2)cc1OC (centres undefined) was read as ST2 inh inactive.
For CC(Oc1ccccc1)C(=O)NCc1ccncc1 (centres undefined) the results were ST2 inh inactive.
Cc1sc(N)nc1C12CC3CC(CC(C3)C1)C2 was read as ST2 inh inconclusive.
`N#CSCCCOc1ccccc1F` gave ST2 inh inactive.
CCOC(=O)Cn1c(=O)n(-c2ccc(F)cc2)c2nc(-c3ccc(C)cc3C)nc(C(N)=O)c21 was read as ST2 inh inactive.
Screening C[N+](C)(C)C(Cc1c[nH]c2ccccc12)C(=O)[O-] (centres undefined) returned ST2 inh inactive.
CCC(C(=O)Nc1nnc(-c2ccccc2F)s1)c1ccccc1 (centres undefined) was read as ST2 inh inconclusive.
For O=C(CN1C(=O)/C(=C\c2cccc(Cl)c2)Sc2ccccc21)NCCN1CCCC1 the results were ST2 inh inactive.
O=C(N1C[C@@H]2[C@H](C1)[C@H]1CC[C@@H]2O1)C12C[C@H]3C[C@@H](C1)CC(n1cncn1)(C3)C2 was read as ST2 inh inactive.
For O=[N+]([O-])c1cc(-n2ncnc2-c2cccc(Cl)c2)ccc1F the results were ST2 inh inactive.
Cc1ccc2c(c1)c(CNC(=O)CCc1c(C)nn(C)c1C)nn2C was read as ST2 inh inactive.
Screening CS(=O)(=O)c1nnnn1-c1ccc2c(c1)OCO2 returned ST2 inh inactive.
Screening FC(F)(F)CCc1ccnc(-c2cccc3c2OCC3)n1 returned ST2 inh inconclusive.
For CC1CC(C)CN(c2nc3c(c(=O)n(C)c(=O)n3C)n2Cc2ccc(F)cc2)C1 (centres undefined) the results were ST2 inh inactive.
CN(CCc1ccccn1)c1ncccc1CNC(=O)C1(C)CC1 was read as ST2 inh inactive.
`CCc1ccc(S(=O)(=O)Nc2ccc3oc(C)c(C(=O)OC)c3c2)cc1` gave ST2 inh inactive.
For CNC(=O)C1CCC(Cn2c(=O)c3sccc3n(CC(=O)Nc3ccc(C(C)=O)cc3)c2=O)CC1 (centres undefined) the results were ST2 inh inconclusive.
CSc1nc2c(sc3ccccc32)c(=O)n1Cc1cccnc1 was read as ST2 inh inactive.
Screening Cc1cc(C)c(C(=O)N2CCCC(C(=O)c3ccc(C(F)(F)F)cc3)C2)[nH]1 (centres undefined) returned ST2 inh inactive.
`Cc1nnc(SCC(=O)Nc2ncc(C(F)(F)F)cc2Cl)s1` gave ST2 inh inactive.
Screening Cc1ccc(NC(=O)CN(c2ccc(I)cc2)S(C)(=O)=O)c(C)c1 returned ST2 inh inactive.
`O=S(=O)(Nc1cccc(N2CCC(NCC3OCCc4ccccc43)CC2)c1)c1ccc(F)cc1` (centres undefined) gave ST2 inh inconclusive.
`O=[N+]([O-])c1ccc(CN2C[C@H](O)C[C@H]2c2nc(-c3cccc([N+](=O)[O-])c3)no2)cc1` gave ST2 inh inactive.
For CNS(=O)(=O)CCNCC(=O)NCc1ccccc1F the results were ST2 inh inconclusive.
`O=C(NCc1ccc(F)cc1Cl)c1ccc2c(c1)ncn2C1CCCC1` gave ST2 inh inactive.
CC1=C(C(=O)Nc2ccccc2)C(c2ccccc2Cl)C(C#N)=C(SCC#N)N1 (centres undefined) was read as ST2 inh inactive.
Screening COc1cccc(-c2cc(N3CCN(S(=O)(=O)c4ccc(F)cc4)CC3)ncn2)c1 returned ST2 inh inactive.
For COc1ccc(C2C(C(=O)OC3CCCCC3)=C(C)Nc3nnnn32)cc1Br (centres undefined) the results were ST2 inh inactive.
Cc1cccc(C(=O)N(c2ccc(Br)cc2)C2C=CS(=O)(=O)C2)c1 (centres undefined) was read as ST2 inh inactive.
Cn1c(=O)c([N+](=O)[O-])c(N2CCN(C3c4ccccc4-c4ccccc43)CC2)c2ccccc21 was read as ST2 inh inconclusive.

Retrieved by structure from the entries so far, 2 records:
`CCc1ccc(S(=O)(=O)Nc2ccc3oc(C)c(C(=O)OC)c3c2)cc1` gave ST2 inh inactive.
Screening Cc1cc(C)c(C(=O)N2CCCC(C(=O)c3ccc(C(F)(F)F)cc3)C2)[nH]1 (centres undefined) returned ST2 inh inactive.

Following part.
`CCCCn1c2nc3ccccc3nc2c2c(N)ncnc21` gave ST2 inh inactive.
NC(=O)C1(N2CCCCC2)CCN(S(=O)(=O)NCc2ccccc2)CC1 was read as ST2 inh inactive.
For Cc1ccc(C)c(NC(=O)c2ccccc2Br)c1 the results were ST2 inh inactive.
Cc1ccccc1C1N2CC3(C)CN1CC(C)(C2)C3=O (centres undefined) was read as ST2 inh inactive.
Screening CC(=O)c1ccc(N2CCN(Cc3ccc(C)cc3)CC2)nc1 returned ST2 inh inactive.
Cc1ccc(OCCOCCN2CCOCC2)c([N+](=O)[O-])c1 was read as ST2 inh inactive.
For CCN(CC)S(=O)(=O)c1cccc(C(=O)c2cccc(S(=O)(=O)N(CC)CC)c2)c1 the results were ST2 inh inactive.
`Cn1nc(-c2ccccn2)c2c1NC(=O)CC2c1c(Cl)nc2sccn12` (centres undefined) gave ST2 inh inactive.
C[n+]1cc2c3c(ccc2c2ccc4cc5c(cc4c21)OCO5)OCO3 was read as ST2 inh inactive.
For Cc1ccccc1OCC(=O)N1N=C(c2cccc(Br)c2)CC1(O)C(F)(F)F (centres undefined) the results were ST2 inh inactive.
`COc1ccc(CNC(=O)C[C@@H]2O[C@H](CNC(=O)c3ccc(C)cc3)[C@@H](O)[C@H]2O)cc1` gave ST2 inh inactive.
Cc1ccc(N2C(=O)CC(Sc3nc(C)cc(C)n3)C2=O)cc1 (centres undefined) was read as ST2 inh inconclusive.
O=C(CS(=O)(=O)c1cn(Cc2cccc(F)c2)c2ccccc12)NC1CCCCC1 was read as ST2 inh inactive.
Screening O=C1CC(c2ccccc2)CC2=C1C(c1cc(Br)ccc1F)Nc1ccccc1N2 (centres undefined) returned ST2 inh inactive.
O=C(c1ccc[nH]c1=O)N1CCC(c2cc(Cc3ccccc3)[nH]n2)CC1 was read as ST2 inh inconclusive.
`Cc1ccccc1NC(=O)c1cnn2c(C(F)(F)F)cc(-c3ccco3)nc12` gave ST2 inh inconclusive.
Screening Cc1cccn2c(=O)c3cc(C(=O)NCc4ccco4)n(C)c3nc12 returned ST2 inh inconclusive.
Screening COc1ccc(S(=O)(=O)N2CCN(c3cc(-c4ccc(F)cc4)ncn3)CC2)cc1Cl returned ST2 inh inactive.
CCOC(=O)C1(CC2CCCCO2)CCNCC1 (centres undefined) was read as ST2 inh inactive.
`Cc1nnc(NC(=O)CSc2cn(Cc3ccccc3C)c3ccccc23)s1` gave ST2 inh inactive.
Screening Cc1c(C(=O)N(C)C2CCCCC2)sc2nc(-c3ccccc3)cn12 returned ST2 inh inconclusive.
Cc1nnc(SCCn2c(N3CCCC(C)C3)nc3c2c(=O)n(C)c(=O)n3C)s1 (centres undefined) was read as ST2 inh inactive.
For O=C(C1CCCN(S(=O)(=O)c2ccccc2)C1)N1CCCCCC1 (centres undefined) the results were ST2 inh inactive.
`O=C(C1CC1)N1CCc2cc(S(=O)(=O)N3CCN(c4ccc(F)cc4)CC3)ccc21` gave ST2 inh inactive.
For CN1C[C@@H]2CC[C@H](CC1=O)N2Cc1ccc(Sc2nncn2C)o1 the results were ST2 inh inconclusive.
For Cc1cc(C)n(C(=O)Cc2cccs2)n1 the results were ST2 inh inactive.
C=CCn1cc(-c2nc3c([nH]2)c(-c2cccnc2)nn3C)c(C)n1 was read as ST2 inh inactive.
`Cc1ccccc1NC(=O)CCNC(=O)C1COc2ccccc2O1` (centres undefined) gave ST2 inh inactive.
For COc1cc(CN(C)C2CCN(C)CC2)cc([N+](=O)[O-])c1O the results were ST2 inh inactive.
`CCOC(=O)CSc1nc2c([nH]c3ccccc32)c(=O)n1-c1cccc(OC)c1` gave ST2 inh inactive.
For OCc1ccc(-c2nccn2CC2COCCO2)o1 (centres undefined) the results were ST2 inh inactive.
`COc1cccc2cc(-c3nc4ccccc4[nH]3)c(=Nc3ccc(C(N)=O)cc3)oc12` gave ST2 inh inconclusive.
CCCC(=O)NCCCc1nc2ccccc2n1CC was read as ST2 inh inactive.
For Cn1c(=O)[nH]c(=O)c2c1nc(SCC(O)CO)n2CC(N)=O (centres undefined) the results were ST2 inh inactive.
O=C(CN(c1ccccc1)S(=O)(=O)c1ccccc1)N1CCN(c2ccc(F)cc2)CC1 was read as ST2 inh inactive.
Screening CCc1nnc(NC(=O)C(C)N2CCC(O)(CN3CCCC3)CC2)s1 (centres undefined) returned ST2 inh inactive.
`O=C(CCN1C(=O)C2C3CCC(C3)C2C1=O)Nc1ccc(Br)cc1` (centres undefined) gave ST2 inh inconclusive.
Screening O=C(Nc1ccccc1C(=O)NCc1ccccc1)c1ccc(CN2CCOCC2)cc1 returned ST2 inh inactive.
`N#CC(C#N)=C1C=C(c2ccccc2)Sc2ccccc21` gave ST2 inh inconclusive.
Cc1ccccc1Cc1c(C)nc2nc(SCC(=O)NCCCN3CCCC3)nn2c1C was read as ST2 inh inconclusive.
O=C(O)c1ccccc1-c1ncc(-c2ccccc2)o1 was read as ST2 inh inactive.
Screening CCc1nc(CN(C)CC2COc3ccccc3O2)c(C)[nH]1 (centres undefined) returned ST2 inh inactive.
Screening COc1cccc(N2CC(NC(=O)c3cccc(OC)c3OC)CC2=O)c1 (centres undefined) returned ST2 inh inactive.
For Cc1ccc(C)c(-c2csc(Nc3ncccn3)n2)c1 the results were ST2 inh inactive.
Cc1nc(C(=O)N2CCCCC2C(=O)Nc2cccc(-c3nnc(C)s3)c2)cs1 (centres undefined) was read as ST2 inh inconclusive.
`COc1ccc([N+](=O)[O-])cc1NC(=O)c1sc2nc(C)nc(N3CCCCC3C)c2c1C` (centres undefined) gave ST2 inh inactive.
Screening CSc1ccccc1N1C(=O)C2CC=CCC2C1=O (centres undefined) returned ST2 inh inconclusive.
For CC(=O)N[C@H]1CC[C@]2(C)CCC([C@H](C)C(=O)NCc3ccc(F)cc3)[C@H](O)[C@H]2[C@@H]1C (some centres undefined) the results were ST2 inh inconclusive.
O=S(=O)(c1ccc(Br)cc1)N1CCN(c2ccccc2F)CC1 was read as ST2 inh inactive.
Screening COc1ccc(Cl)cc1/C=C1\N=C(SC)SC1=O returned ST2 inh inconclusive.
COc1ccccc1CC(=O)N1CCN(c2ccccn2)CC1 was read as ST2 inh inactive.
Screening CSc1oc(-c2ccc(F)cc2)nc1S(=O)(=O)c1ccc(C)cc1 returned ST2 inh inactive.
CCOc1ccc(CC(=O)Nc2ccc(Cl)c(N3CCCS3(=O)=O)c2)cc1 was read as ST2 inh inactive.
For CCCCCCCCCCCCCc1cc(=O)c2ccccc2n1C the results were ST2 inh inactive.
O=C(CN1C(=O)C2C3c4ccccc4C(c4ccccc43)C2C1=O)Nc1ccc(O)cc1 (centres undefined) was read as ST2 inh inactive.
For COCCCNc1ncnc2c1cnn2-c1cccc(C)c1 the results were ST2 inh inactive.
Screening CCn1cc(C(=O)N2CCc3c([nH]c4ccccc34)C2C2CCCCC2)cn1 (centres undefined) returned ST2 inh inactive.
For CC(=O)c1cccc(NC(=O)O[C@@H]2CO[C@H]3[C@@H]2OC[C@@H]3NC(=O)Nc2ccc(C(C)(C)C)cc2)c1 the results were ST2 inh inactive.
For COc1cc(C(=O)NC(C)c2cnn(-c3ccccc3C)c2C)cc(OC)c1OC (centres undefined) the results were ST2 inh inactive.
O=C(CN1C(=O)CC(c2ccccc2)Sc2ccccc21)Nc1ccc2c(c1)OCO2 (centres undefined) was read as ST2 inh inactive.
Screening C/C=C/c1cc(O)c(C(=O)C(=O)CC)c(=O)o1 returned ST2 inh inactive.
For CCOc1ccc(-n2c(SCc3ccc(C)cc3)nc3c(c2=O)SCC3)cc1 the results were ST2 inh inactive.

In the list so far, 10 have a Cl atom.
O=C(NCc1ccc(Cl)cc1)c1cc(-c2ccc(F)cc2)on1 was read as ST2 inh inactive.
For O=C(CN1C(=O)/C(=C\c2cccc(Cl)c2)Sc2ccccc21)NCCN1CCCC1 the results were ST2 inh inactive.
For O=[N+]([O-])c1cc(-n2ncnc2-c2cccc(Cl)c2)ccc1F the results were ST2 inh inactive.
`Cc1nnc(SCC(=O)Nc2ncc(C(F)(F)F)cc2Cl)s1` gave ST2 inh inactive.
`O=C(NCc1ccc(F)cc1Cl)c1ccc2c(c1)ncn2C1CCCC1` gave ST2 inh inactive.
CC1=C(C(=O)Nc2ccccc2)C(c2ccccc2Cl)C(C#N)=C(SCC#N)N1 (centres undefined) was read as ST2 inh inactive.
`Cn1nc(-c2ccccn2)c2c1NC(=O)CC2c1c(Cl)nc2sccn12` (centres undefined) gave ST2 inh inactive.
Screening COc1ccc(S(=O)(=O)N2CCN(c3cc(-c4ccc(F)cc4)ncn3)CC2)cc1Cl returned ST2 inh inactive.
Screening COc1ccc(Cl)cc1/C=C1\N=C(SC)SC1=O returned ST2 inh inconclusive.
CCOc1ccc(CC(=O)Nc2ccc(Cl)c(N3CCCS3(=O)=O)c2)cc1 was read as ST2 inh inactive.

3 compounds already listed, sorted by heavy-atom count, largest number first:
For CC(=O)N[C@H]1CC[C@]2(C)CCC([C@H](C)C(=O)NCc3ccc(F)cc3)[C@H](O)[C@H]2[C@@H]1C (some centres undefined) the results were ST2 inh inconclusive.
Cc1nc(C(=O)N2CCCCC2C(=O)Nc2cccc(-c3nnc(C)s3)c2)cs1 (centres undefined) was read as ST2 inh inconclusive.
O=S(=O)(c1ccc(Br)cc1)N1CCN(c2ccccc2F)CC1 was read as ST2 inh inactive.
